DNA FID counter: compounds displacing fluorescent DNA intercalator, primary screen, artefact control for HCV NS3 helicase inhibitor project, biochemical, FID fluorescence | DNA fluorescent intercalator displacement | inhibition, % at 7.9 µM | actives 0.17% (n = 290,000) | AID 1845, 2009; in the data active = inhibition above about 37%;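 note: 0% = vehicle and 100% = reference compound; higher means more ethidium bromide displaced from hairpin DNA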
SUMO HTRF inh: inhibitors of in vitro SUMOylation cascade, primary screen, biochemical, HTRF, uHTS; HTRF SUMOylation assay, SAE1/SAE2 + UBC9; inhibition, % at 35 µM; actives 0.36% (n = 290,000); SUMO-conjugating enzyme UBC9 (Homo sapiens), P63279; in the data active = inhibition above about 50%, passing the limit was not always enough; note: strong numbers were not always called active
Target sequence (P63279 whole entry, looked up): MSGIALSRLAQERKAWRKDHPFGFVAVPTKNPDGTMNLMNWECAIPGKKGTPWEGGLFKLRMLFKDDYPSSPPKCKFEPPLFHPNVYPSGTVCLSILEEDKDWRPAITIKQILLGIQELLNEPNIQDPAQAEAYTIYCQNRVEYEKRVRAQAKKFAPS
IMP-1 inh: IMP-1 metallo-beta-lactamase inhibitors, primary screen, biochemical, epi-absorbance readout, Pseudomonas aeruginosa enzyme; metallo-beta-lactamase IMP-1 (Pseudomonas aeruginosa); purified IMP-1, nitrocefin hydrolysis, epi-absorbance fluorescence; inhibition, % at 5.6 µM; actives 0.45% (n = 290,000);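 active = inhibition above the mean plus 3 SD of all compounds in the same screening run, cut at about 4.5% in these data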;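 note: 0% = IMP-1 with DMSO and 100% = DMSO wells lacking enzyme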
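System: Purified IMP-1 | Read-out basis: Percent enzyme inhibition | Controls: IMP-1 with DMSO as 0%, enzyme-free DMSO as 100% | Replicates: One well per compound | Doses: 5.6 µM nominal single concentration | Detection: Epi-absorbance fluorescence, 480 nm excitation, 530 nm emission | Incubation: 25 °C, 15 min preincubation, 25 min reaction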
p-CIP stab down: p/CIP-EGFP fusion destabilizers, primary screen, fluorescence, F442A cells | Q05BA5 | 16 h | decrease of EGFP signal, % at 10 µM | actives 0.01% (n = 290,000);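 active = EGFP signal decrease of at least 30% at 10 µM or well 3 SD below plate mean, unless failing retest; inactive = the rest, including hits failing retest or dose response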; note: some compounds called inactive have numbers as strong as hits; many of its hits are not listed in these tables
HCV NS3 hel inh: inhibitors of HCV NS3 helicase, primary screen, biochemical, Cy5 molecular beacon fluorescence; Hepatitis C virus NS3 helicase; NS3 helicase DNA unwinding; inhibition, % at 10.9 µM; actives 0.56% (n = 290,000); AID 1800, 2009;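 active = inhibition above the mean of all tested compounds plus 3 SD, set per campaign, cut at about 35% in these data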;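 note: 0% = DMSO wells and 100% = thioflavine S control wells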
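System: Hepatitis C virus NS3 helicase domain fragment enzyme | Reagent: Annealed dual-labelled DNA beacon duplex, ATP-started | Compound dosing: 10.9 µM single point, 0.8% DMSO | Incubation: 1 h reaction at 25 °C, ATP-initiated | Technique: Cy5 fluorescence | Evaluation: Percent inhibition from t60/t0 fluorescence ratio | Benchmarks: Low DMSO, high thioflavine S at 110 µM | Replication: Singlicate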
MEKK3 PB1 HTS: modulators of MEKK3-MEK5 PB1 binding, primary screen, biochemical, wildtype MEKK3, multiplex bead flow cytometry, Alexa488-MEK5. Mitogen-activated protein kinase kinase kinase 3 (Homo sapiens), Q99759. bead-based flow cytometry, Alexa488-MEK5 binding to MEKK3; actives lie on both sides; 0 = blocked by unlabeled MEK5, 100 = vehicle. binding response (% of control), % at 10 µM. actives 1.4% (n = 290,000);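 active = binding response more than 3 SD above or below the average of its plate-row segment, actives on both sides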;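 note: Alexa488 bead fluorescence after subtracting the streptavidin-only scavenger bead signal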
VIM-2 inh: VIM-2 metallo-beta-lactamase inhibitors, primary screen, biochemical, epi-absorbance readout, Pseudomonas aeruginosa enzyme; purified VIM-2, nitrocefin hydrolysis, epi-absorbance fluorescence; inhibition, % at 5.6 µM; actives 0.89% (n = 290,000);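 active = inhibition above the mean of all tested compounds plus 3 SD, cutoff set per screening run, cut at about 7.5% in these data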;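 note: red hydrolysis product quenches plate fluorescence so inhibitors raise well fluorescence; 0% = enzyme with DMSO and 100% = DMSO without enzyme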
PHOSPHO1 block: PubChem AID 1565 | actives 1.1% (n = 290,000) | recombinant PHOSPHO1, absorbance phosphatase assay | inhibition, % at 13.3 µM; in the data active = inhibition above about 60%
Target sequence (Q8TCT1 whole entry, looked up): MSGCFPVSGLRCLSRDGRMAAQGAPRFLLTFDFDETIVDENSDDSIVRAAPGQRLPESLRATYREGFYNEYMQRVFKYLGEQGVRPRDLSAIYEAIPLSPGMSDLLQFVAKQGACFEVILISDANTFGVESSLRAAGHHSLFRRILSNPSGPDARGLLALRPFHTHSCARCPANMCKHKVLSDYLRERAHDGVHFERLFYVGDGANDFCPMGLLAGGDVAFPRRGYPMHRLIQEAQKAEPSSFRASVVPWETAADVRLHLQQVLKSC
IDE cell activ: human IDE activators in live cells, primary screen, fluorescence polarization, HEK cells, FAbeta-B substrate. Insulin-degrading enzyme (Homo sapiens), P14735. FAbeta-B cleavage; 0% vehicle, 100% cell-free pure enzyme wells. activation, % at 5.96 µM. actives 0.073% (n = 340,000). AID 493087, 2011;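 active = activation above the mean of all tested compounds plus 3 SD, set per screening campaign, cut at about 17% in these data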
The depositor's hits bear a star; . = no result given. The list is partial, so the mix of outcomes need not match the whole.

Sample of the layout:
cpd	canonical_smiles	DNA FID counter	SUMO HTRF inh	IMP-1 inh	p-CIP stab down	HCV NS3 hel inh
1	O=C(NCCCc1ccccc1)C1CCN(c2nnc(-n3cccc3)s2)CC1	-27	-4	-5.5	-12	2
2	Cc1cc(C)cc(NC(=O)c2ccc(CNc3c(N4CCOCC4)c(=O)c3=O)cc2)c1	-17	12	-3.8	-6	5
3	Cc1ccc(C)c(CN2CCSCC2)c1	-1	-3	2.1	8	6
4	CNC(=O)/C(C#N)=C1\SC(Cc2ccc(F)cc2)C(=O)N1c1ccccc1C (stereo not given)	-25	2	-1.9	-1	0
5	O=C(C1=C(O)C(=O)N(CCN2CCOCC2)C1c1ccc([N+](=O)[O-])cc1)c1cc2ccccc2o1 (stereo not given)	-59	19	-1.8	-12	12
6	COCCn1c(-c2ccco2)csc1=Nc1cccnc1	-9	1	-5.6	-2	0
7	Cc1ccc([N+](=O)[O-])cc1NC(=O)CCSc1ccc(Cl)cc1	10	-9	-0.5	-19	-3
8	O=C(CC1SC(=O)N(c2ccccc2)C1=O)Nc1cccc2ccccc12 (stereo not given)	-9	48	4.8*	-17	46*
9	O=C(NCc1ccco1)c1ccc(COc2ccc(Cl)cc2)cc1	-3	-13	-3.5	-6	-15

cpd	MEKK3 PB1 HTS	VIM-2 inh	PHOSPHO1 block	IDE cell activ
1	104	-1.0	9	1
2	102	-2.8	-16	-16
3	100	-0.8	-3	-1
4	102	-2.8	25	4
5	102	-0.8	28	0
6	103	-2.5	98*	6
7	104	0.4	4	5
8	104	-0.3	15	-8
9	97	-3.1	10	-9

The list itself (from the top)
cpd	canonical_smiles	DNA FID counter	SUMO HTRF inh	IMP-1 inh	p-CIP stab down	HCV NS3 hel inh
1	O=C(NCCCc1ccccc1)C1CCN(c2nnc(-n3cccc3)s2)CC1	-27	-4	-5.5	-12	2
2	Cc1cc(C)cc(NC(=O)c2ccc(CNc3c(N4CCOCC4)c(=O)c3=O)cc2)c1	-17	12	-3.8	-6	5
3	Cc1ccc(C)c(CN2CCSCC2)c1	-1	-3	2.1	8	6
4	CNC(=O)/C(C#N)=C1\SC(Cc2ccc(F)cc2)C(=O)N1c1ccccc1C (stereo not given)	-25	2	-1.9	-1	0
5	O=C(C1=C(O)C(=O)N(CCN2CCOCC2)C1c1ccc([N+](=O)[O-])cc1)c1cc2ccccc2o1 (stereo not given)	-59	19	-1.8	-12	12
6	COCCn1c(-c2ccco2)csc1=Nc1cccnc1	-9	1	-5.6	-2	0
7	Cc1ccc([N+](=O)[O-])cc1NC(=O)CCSc1ccc(Cl)cc1	10	-9	-0.5	-19	-3
8	O=C(CC1SC(=O)N(c2ccccc2)C1=O)Nc1cccc2ccccc12 (stereo not given)	-9	48	4.8*	-17	46*
9	O=C(NCc1ccco1)c1ccc(COc2ccc(Cl)cc2)cc1	-3	-13	-3.5	-6	-15
10	Oc1ccccc1/C=N/N1CCCCC1	-5	21	-1.8	16	4

cpd	MEKK3 PB1 HTS	VIM-2 inh	PHOSPHO1 block	IDE cell activ
1	104	-1.0	9	1
2	102	-2.8	-16	-16
3	100	-0.8	-3	-1
4	102	-2.8	25	4
5	102	-0.8	28	0
6	103	-2.5	98*	6
7	104	0.4	4	5
8	104	-0.3	15	-8
9	97	-3.1	10	-9
10	100	-3.0	24	-1

Continued:
cpd	canonical_smiles	DNA FID counter	SUMO HTRF inh	IMP-1 inh	p-CIP stab down	HCV NS3 hel inh
11	CCCOP(=O)(c1ccc(N(C)C)cc1)C(Nc1ccccc1)c1ccc(C)cc1 (stereo not given)	-25	-14	-3.2	14	-1
12	COc1ccc(N/N=C2/CCCCC2=O)cc1	0	-5	-6.3	-10	4
13	COC(=O)N/N=C/C1=CCC2CC1C2(C)C (stereo not given)	-8	12	-1.6	-13	19
14	CC(C)c1nc(CN2CCCCC2)cc(=O)[nH]1	-1	30	-2.4	3	-4
15	O=c1c2c3c(sc2nc2n1N=C(c1cccs1)CS2)CCCC3	-2	9	-3.7	-3	4
16	CCN(CC)c1ccc(NC(=O)CSc2ccsc2[N+](=O)[O-])c(C)c1	2	14	-0.8	-6	15
17	Cc1ccc(-c2csc(=S)n2CC(=O)OCC(=O)NCc2ccc(F)cc2)cc1	-11	3	-0.8	-14	1
18	COCC(=O)N1CCC(Oc2ccc(C(=O)NCc3csc(C(C)C)n3)cc2)CC1	-41	-4	0.4	2	2
19	CSc1nc(N)nc(SCC(=O)C(C)(C)C)c1C#N	1	17	0.1	-5	1
20	CCCCCC(=O)NNC1=NCC(Cc2ccccc2)S1 (stereo not given)	-16	-11	-3.0	13	4

cpd	MEKK3 PB1 HTS	VIM-2 inh	PHOSPHO1 block	IDE cell activ
11	102	-2.5	28	0
12	109	-2.9	12	2
13	101	-2.6	33	1
14	96	-4.2	25	.
15	98	-2.8	51	0
16	99	-3.0	-47	-6
17	112	-1.8	51	.
18	110	-2.0	27	5
19	105	1.4	14	-5
20	101	-3.1	10	3

More results
cpd	canonical_smiles	DNA FID counter	SUMO HTRF inh	IMP-1 inh	p-CIP stab down	HCV NS3 hel inh
21	COc1cc(-c2nn3c(-c4cccnc4)nnc3s2)cc(OC)c1OC	-3	17	1.9	-2	-2
22	CCCC1C2CN(C(C)=O)CC=C2C(C#N)=C(N)C1(C#N)C#N (stereo not given)	-1	2	-1.4	-10	3
23	Cc1ccc(S(=O)(=O)N(CCCN(C)C)Cc2ccc3c(c2)OCO3)cc1	9	9	-3.0	-9	-5
24	COc1ccc(-c2nc3ccccc3n2Cc2ccc(C)cc2)cc1	-25	-7	-5.4	-3	0
25	Cc1ccc(N(C(=O)Nc2ccccc2)C2=NCCC2)cc1	-1	-5	-2.9	27	4
26	COc1ccccc1CNC(=O)CCS(=O)(=O)c1ccc2c(c1)CC(C)N2C(=O)C1CC1 (stereo not given)	-43	4	-4.7	-3	4
27	Cc1ccc(NC(=O)N[C@H](C(=O)O)C(C)C)c(C)c1	-2	-5	-2.9	6	0
28	Cc1cc(C)cc(OCC(=O)OCC(=O)NCCC2=CCCCC2)c1	-20	-13	-0.3	-13	6
29	O=C(O)CSCc1nc2ccccc2[nH]1	1	15	-5.6	0	3
30	CCc1ccc(CN2CCC(Oc3ccc(C(=O)NCc4ccccn4)cc3)CC2)o1	0	7	-2.4	-6	0

cpd	MEKK3 PB1 HTS	VIM-2 inh	PHOSPHO1 block	IDE cell activ
21	102	1.9	9	-3
22	111	0.9	39	-5
23	99	-2.7	38	-1
24	105	-3.2	1	6
25	91	-0.4	16	.
26	99	-1.1	38	3
27	91	-2.0	28	16
28	88	-1.8	-11	3
29	99	-1.9	36	2
30	102	-0.5	24	-2

(next part)
cpd	canonical_smiles	DNA FID counter	SUMO HTRF inh	IMP-1 inh	p-CIP stab down	HCV NS3 hel inh
31	CC(=O)Nc1ccc(NC(=O)C2CCN(S(=O)(=O)c3cccc4nonc34)CC2)cc1	1	4	-2.9	0	-1
32	CCn1c(SCC(=O)O)nnc1-c1cccnc1	6	-1	-5.3	-2	-4
33	N#CCS(=O)(=O)c1ccccc1	-3	-3	-0.2	3	7
34	CC(=O)C1=C(c2ccccc2)OC(N)=C(C#N)C1c1ccccc1C (stereo not given)	-6	0	-3.0	-18	5
35	COc1ccccc1C(=O)Nc1cc(C)ccc1NC(=O)c1ccco1	-23	12	-0.9	-6	-1
36	Cc1ccc(OCC(O)CNS(=O)(=O)c2ccccc2C(=O)N2CCCCC2)cc1 (stereo not given)	-28	-8	-2.2	-6	-3
37	COc1ccc(NS(=O)(=O)c2ccc(F)c(Cl)c2)cn1	-8	-1	-2.5	3	10
38	C/C(=N\NC(=O)c1ccn(C)n1)c1ccco1	-1	7	-3.1	8	3
39	Cc1noc(C)c1CSCC(=O)Nc1cc(Cl)ccc1N1CCOCC1	-20	14	-1.3	7	2
40	O=C(CSc1ccccn1)Nc1cccc2ccccc12	-4	5	-3.3	-2	1

cpd	MEKK3 PB1 HTS	VIM-2 inh	PHOSPHO1 block	IDE cell activ
31	86	-1.5	-1	1
32	97	-2.4	24	-2
33	101	2.4	-24	1
34	105	-3.6	2	4
35	101	-0.1	31	7
36	92	-4.3	-4	5
37	99	-1.7	-7	1
38	98	-3.9	32	3
39	105	-1.6	.	-4
40	102	-4.0	16	-1

Next section
cpd	canonical_smiles	DNA FID counter	SUMO HTRF inh	IMP-1 inh	p-CIP stab down	HCV NS3 hel inh
41	CCC(=O)N1c2ccc(S(=O)(=O)CCC(=O)N3CCN(c4ccccc4)CC3)cc2CC1C (stereo not given)	-28	-20	-5.1	1	-1
42	C=CCCC(=O)Nc1nc(C)c(-c2csc(Nc3cc(OC)ccc3OC)n2)s1	-2	1	-2.9	8	-21
43	CCC(=O)N/C(=N/c1nc(C)cc(C)n1)Nc1ccc(C)cc1	-28	-4	-2.8	-3	0
44	O=C(C(=O)N1CCN(c2cccc(Cl)c2)CC1)c1cn(CC(=O)N2CCOCC2)c2ccccc12	-56	4	-3.1	4	-26

cpd	MEKK3 PB1 HTS	VIM-2 inh	PHOSPHO1 block	IDE cell activ
41	.	-6.3	13	4
42	101	-1.3	72*	-1
43	101	6.9	16	2
44	98	-6.7	12	0
